Screens as filed in PubChem BioAssay.
aSyn yeast rescue – rescues yeast growth from alpha-synuclein toxicity. AID 1347070. 94,000 compounds, 0.02% hits. S. cerevisiae alpha-synuclein toxicity rescue, BacTiter-Glo growth, 24 h. Potency, µM (doses to about 46.1 µM), for the others: at the top dose growth rescue (activation), hits mostly activators; active means well fitted activation curve with a large enough effect; further: 0% is about no effect
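Growth restoration measured by BacTiter-Glo luminescence after 24 hr at 30 deg C; alpha-synuclein yeast, raffinose-pregrown to mid-log, were added at OD600=0.02 in galactose medium onto pinned compounds.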
Active calls of the source: *; [ ] = dose if it differs, or a comment. Potency means the concentration at half of the fitted maximal effect. A portion of the library; count on the stated rates, not on these rows.

`O=S(=O)(Nc1ccccc1)c1ccc(NS(=O)(=O)c2cccs2)cc1` gave aSyn yeast rescue 7.7%.
For COc1cccc(NC(=O)CN(c2cccc(OC)c2)S(C)(=O)=O)c1 the results were aSyn yeast rescue -3.1%.
For CC(=O)N1CCc2cc(Br)cc(S(=O)(=O)CCC(=O)N3CCN(c4ccc(F)cc4)CC3)c21 the results were aSyn yeast rescue 1.6%.
Screening Cc1nn2c(=O)cc(COC(=O)c3cccs3)nc2s1 returned aSyn yeast rescue 1.8%.
COc1ccc(CN(Cc2ccco2)C(=O)c2ccccc2F)cc1 was read as aSyn yeast rescue 24.6%.
`COc1ccc(CCNC(=O)c2cnc3ccccc3n2)cc1` gave aSyn yeast rescue 15.4%.
Screening CCn1nc(C)c([N+](=O)[O-])c1C(=O)NNC(=O)c1ccccc1Cl returned aSyn yeast rescue 5.1%.
For Cc1nc(Cl)sc1C(=O)Nc1ccccc1 the results were aSyn yeast rescue -2.8%.
COc1ccc(CNC(=O)c2cccc(N3CCCS3(=O)=O)c2)cc1OC was read as aSyn yeast rescue 1.6%.
Screening CC(C)CN(CC(C)C)C(=O)C1CCCN(S(=O)(=O)c2ccc3c(c2)oc(=O)n3C)C1 (stereo unspecified) returned aSyn yeast rescue 2.4%.
`CCOC(=O)Cc1c(C(=O)OCC)nnc2c(-c3ccccc3)c(C)nn12` gave aSyn yeast rescue 8.3%.
`CCCCOc1ccc(Cc2c(COCC)[nH]c(=S)[nH]c2=O)cc1` gave aSyn yeast rescue 7.2%.
For CC(=O)n1c(C=Nc2ccc(Cl)cc2)c(O)c2ccccc21 the results were aSyn yeast rescue -0.4%.
Cc1cccc(CNS(=O)(=O)c2csc(C(N)=O)c2)c1 was read as aSyn yeast rescue -0.8%.
Screening Cc1ccc(C(Nc2ccccn2)c2ccc3cccnc3c2O)cc1 (stereo unspecified) returned aSyn yeast rescue 4.9%.
Screening O=C(N/N=C/C1CCCCC1)c1ccccc1-n1cccc1 returned aSyn yeast rescue -0.8%.
Screening O=C(CCn1c(=O)c2cccn2c2cccnc21)NCc1ccccc1Cl returned aSyn yeast rescue 0.8%.
Screening COc1ccc(CCN2C(=O)N(c3ccc(F)cc3)C(=O)C2CC(=O)Nc2ccccc2)cc1OC (stereo unspecified) returned aSyn yeast rescue 7.6%.
`CCN(CC)CCCNc1cc(C)c(C#N)c2nc3ccccc3n12` gave aSyn yeast rescue 2.7%.
COc1ccccc1S(=O)(=O)N(C)C[C@@H]1OCc2cn(nn2)CCCC(=O)N([C@H](C)CO)C[C@H]1C was read as aSyn yeast rescue -5.8%.
Screening CC(=O)N1CCc2cc(S(=O)(=O)NC(Cc3ccccc3)C(=O)NCc3ccccc3)ccc21 (stereo unspecified) returned aSyn yeast rescue 1.5%.
O=C1CN(C(=O)COC(=O)CCNS(=O)(=O)c2ccc(Cl)cc2)c2ccccc2N1 was read as aSyn yeast rescue -1.3%.
For CCCCNC(=O)CSc1nc2nc(C)c(Cc3ccccc3C)c(C)n2n1 the results were aSyn yeast rescue -1.5%.
C#CCN(C[C@@H]1[C@@H](OC(=O)NCc2ccc(OC)c(OC)c2)[C@@H](OC(=O)NCc2ccc(OC)c(OC)c2)Cn2c(=O)n(CCCCCC)c(=O)n21)S(=O)(=O)c1ccc(C)cc1 was read as aSyn yeast rescue 5.6%.
COCCN(CCOC)S(=O)(=O)c1ccc(C(=O)Nc2sc3c(c2C(=O)OC)CCN(C)C3)cc1 was read as aSyn yeast rescue -0.8%.
Screening COc1ccc(OC)c(C2CC(=O)Nc3ccc4ccccc4c32)c1 (stereo unspecified) returned aSyn yeast rescue 8.4%.
`Cc1oc(-c2ccc(C(=O)NCc3ccc(N(C)C)cc3)cc2)nc1COc1ccccc1` gave aSyn yeast rescue 4.9%.
`CCn1c(=O)c2c(nc3n2CCN3c2ccc(OC)cc2)n(C)c1=O` gave aSyn yeast rescue -9.7%.
Screening CCC(CC)C(=O)N1CCc2cc(OC)c(OC)cc2C1COc1ccc(F)cc1 (stereo unspecified) returned aSyn yeast rescue 10.8%.
Screening Cc1cc(-c2nc3ncccc3o2)ccc1NC(=O)COc1ccc(C(C)(C)C)cc1 returned aSyn yeast rescue 3.6%.
`CS(=O)(=O)N(CC(=O)NCC1CCCO1)c1cccc([N+](=O)[O-])c1` (stereo unspecified) gave aSyn yeast rescue -4.7%.
Screening CCc1ccc2c(CN(C)Cc3ccc(OC(F)F)c(OC)c3)cc(=O)oc2c1 returned aSyn yeast rescue 8.9%.
`Cc1cc(O)c(C(c2ccccc2)N2CCN(c3ccccc3F)CC2)c(=O)n1Cc1ccco1` (stereo unspecified) gave aSyn yeast rescue 3.6%.
Screening O=C(NCC(c1cccnc1)N1CCOCC1)C(=O)Nc1ccc(Cl)cc1 (stereo unspecified) returned aSyn yeast rescue 3.8%.
Screening CCOC(=O)c1sc2nc3c(SCC(=O)O)cc(C(=O)c4ccccc4O)cn3c(=O)c2c1C returned aSyn yeast rescue 6.8%.
`NS(=O)(=O)c1ccc(CCNC(=O)c2nc(SCc3ccccc3F)ncc2Cl)cc1` gave aSyn yeast rescue 5.8%.
Screening COc1ccccc1C(CNC(=O)C(CCSC)NS(=O)(=O)c1ccccc1F)N1CCCC1 (stereo unspecified) returned aSyn yeast rescue -7.4%.
`Cc1cc(F)ccc1NC(=O)c1ccc(NS(=O)(=O)c2cccs2)cc1` gave aSyn yeast rescue -15.8%.
`CN1C(C(=O)Nc2ncccn2)=C(O)c2ccccc2S1(=O)=O` gave aSyn yeast rescue 3.3%.
COC(=O)c1cc2oc(C)cc2n1Cc1cccc(Cl)c1 was read as aSyn yeast rescue -5.2%.
Cc1cc(NC(=S)N(Cc2ccc(Br)cc2)Cc2ccc(C(=O)O)cc2)ccc1Cl was read as aSyn yeast rescue -58.1%[inhibitor].
Cc1c(C(=O)NCc2ccccc2Cl)cccc1-n1cnc2cccnc21 was read as aSyn yeast rescue 9.2%.
`COc1ccc(N2CCN(c3ccnc4cc(Cl)ccc34)CC2)cc1` gave aSyn yeast rescue -0.1%.
For O=C(NC1CCCCC1)c1c[nH]c2ccc(S(=O)(=O)Nc3ccccc3F)cc2c1=O the results were aSyn yeast rescue 0.8%.
CCc1ccccc1NC(=O)Cn1c(=O)ccc2cc(S(=O)(=O)N3CCC(C)CC3)ccc21 was read as aSyn yeast rescue -5.1%.
CCC1(c2ccccc2)NC(=O)N(CC(=O)N(C)CC(=O)Nc2ccc(F)c(F)c2F)C1=O (stereo unspecified) was read as aSyn yeast rescue 11.5%.
CCOC(=O)c1[nH]c(C)c(C(=O)NCc2ccc(C)cc2)c1C was read as aSyn yeast rescue -49.7%[inhibitor].
Screening Cc1ccc2ncnc(Oc3ncccc3NC(=O)C(C)(C)C)c2c1 returned aSyn yeast rescue 5.2%.
For O=C(CN1CCN(c2cccc(C(F)(F)F)c2)CC1)Nc1ccc2c(c1)OCCCO2 the results were aSyn yeast rescue 15.1%.
CCN(c1ccccc1C)S(=O)(=O)c1ccc(N2CCCCS2(=O)=O)cc1 was read as aSyn yeast rescue -5.7%.
CC(=O)Nc1c(-c2ccc(C)cc2)nc2ccc(Cl)cn12 was read as aSyn yeast rescue 1.1%.
Screening O=C(Nc1ccc(F)c(Cl)c1)N1CCC(CN2CCOCC2)CC1 returned aSyn yeast rescue -10.0%.
Screening Cc1noc(C)c1COc1ccccc1C(=O)NCCOc1ccccc1 returned aSyn yeast rescue -9.7%.
For O=C(CN1CCN(Cc2ccc(F)cc2)C1=O)NCc1ccc(F)cc1 the results were aSyn yeast rescue -10.2%.
For Cc1ccc(NC(=O)CCOc2ccccc2)cc1S(=O)(=O)Nc1ccccc1Cl the results were aSyn yeast rescue -0.1%.
For CCOC(=O)CNC(=O)N1CCc2cc(S(=O)(=O)N3CCC(C)CC3)ccc21 the results were aSyn yeast rescue -1.9%.
`CCc1ccccc1NC(=O)CN1C(=O)CCSc2ccc(S(=O)(=O)N3CCCC3)cc21` gave aSyn yeast rescue -6.4%.
COC(=O)c1ccc(NS(=O)(=O)c2ccccc2)o1 was read as aSyn yeast rescue 2.5%.
For CC(C)c1ccc(NC(=O)COC(=O)Cn2cnc3c2c(=O)n(C)c(=O)n3C)cc1 the results were aSyn yeast rescue 7.4%.
For COc1ccc(NC(=O)C(Cc2ccccc2)NS(=O)(=O)c2ccc3c(c2)oc(=O)n3C)c(OC)c1 (stereo unspecified) the results were aSyn yeast rescue 1.2%.
Screening CCn1c(C)nc2cc(C(=O)N/N=C/c3ccc(N4CCOCC4)cc3)ccc21 returned aSyn yeast rescue 0.5%.
For CCOC(=O)N1CCc2c(sc(NCc3ccc(OC)c(OC)c3OC)c2C(=O)Nc2ccc(OC)cc2OC)C1 the results were aSyn yeast rescue 4.0%.
`Cc1cc2ccccn2c1C(=O)c1ccc(F)cc1` gave aSyn yeast rescue 5.1%.
Screening Cc1cc(C)c(NC(=O)c2sc3nc(C)cc(C)c3c2NC(=O)c2ccccc2)c(C)c1 returned aSyn yeast rescue -9.7%.
Screening O=C(NC1CCCCC1)c1ccc(CSc2nc3ccncc3n2Cc2cccc(F)c2)cc1 returned aSyn yeast rescue -4.8%.
For Cc1cc(C)cc(OCC(=O)Nc2c(C(=O)c3ccccc3)oc3ccccc23)c1 the results were aSyn yeast rescue 5.2%.
For COc1ccc(N(C(C)C(=O)N2CCC(Cc3ccccc3)CC2)S(C)(=O)=O)cc1 (stereo unspecified) the results were aSyn yeast rescue -1.7%.
`CCOC(=O)CSc1nc2ccc(NC(=O)COc3ccccc3)cc2s1` gave aSyn yeast rescue -2.0%.
Screening O=C(NCC(c1ccc2c(c1)OCO2)N1CCOCC1)c1ccc(F)cc1 (stereo unspecified) returned aSyn yeast rescue -7.4%.
Screening CCCCS(=O)c1c(O)c2ccccc2[nH]c1=O (stereo unspecified) returned aSyn yeast rescue 18.1%.
COc1ccccc1-c1nc(-c2ccc(Br)o2)no1 was read as aSyn yeast rescue -8.1%.
`CCOc1ccc(-c2cc(C(=O)N3CCN(c4ccc(C)cc4)C(C)C3)c3ccccc3n2)cc1` (stereo unspecified) gave aSyn yeast rescue -6.1%.
Screening Cc1nnc(SC(C)C)n(N)c1=O returned aSyn yeast rescue -1.6%.
For CC(C)C1C(=O)N(Cc2cn(CCC3OCCCO3)nn2)CCS(=O)(=O)N1Cc1ccc(-c2cccc(N(C)C)c2)cc1 (stereo unspecified) the results were aSyn yeast rescue 2.9%.
`COc1ccc(CNC(=O)c2sc3nc4n(c(=O)c3c2C)CCC4)cc1` gave aSyn yeast rescue -8.4%.
CCCCNC(=O)CSc1nc(O)c(Cc2ccc(OC)cc2)c(=O)[nH]1 was read as aSyn yeast rescue -11.0%.
`CCOC(=O)Cc1csc(NC(=O)Cn2c(=O)oc3ccccc32)n1` gave aSyn yeast rescue -0.4%.
For Oc1ccc(C(=S)N2CCN(Cc3ccccc3)CC2)cc1 the results were aSyn yeast rescue -4.0%.
For O=c1[nH]c2ccc(N/C(=N/S(=O)(=O)c3ccccc3)c3ccccc3)cc2[nH]1 the results were aSyn yeast rescue -11.2%.
For COc1ccc(CN2CCC[C@]3(N[C@H](c4ccccc4)[C@@H]4C(=O)N(C)C(=O)[C@@H]43)C2=O)cc1 the results were aSyn yeast rescue -1.3%.
Screening O=c1ccc(-c2ccccc2)nn1Cc1c(F)cccc1Cl returned aSyn yeast rescue 6.6%.
Screening O=C1/C(=N\S(=O)(=O)c2cccs2)C([n+]2ccccc2)=C([O-])c2ccccc21 returned aSyn yeast rescue -2.4%.
`COc1ccccc1CCNc1ncnc2c1nnn2C` gave aSyn yeast rescue 7.6%.
COc1ccc(N(C(=O)CNC(=O)c2cccs2)C(C(=O)NCC2CCCO2)c2ccccc2)c(OC)c1 (stereo unspecified) was read as aSyn yeast rescue 5.6%.
CC(=O)Nc1sc2c(c1C(N)=O)CCN(Cc1ccccc1)C2 was read as aSyn yeast rescue -0.4%.
Cc1c(CCC(=O)N2CCC[C@H]2C(=O)O)c(=O)oc2c(C)c3oc4c(c3cc12)CCCC4 was read as aSyn yeast rescue -9.9%.
COC(=O)c1cnc(N2CCN(c3ccc(F)cc3)CC2)c2ccccc12 was read as aSyn yeast rescue -11.0%.
Screening COCOCCn1cc(CN2CCS(=O)(=O)N(Cc3ccc(-c4cccc(CO)c4)cc3)C(CC(C)C)C2=O)nn1 (stereo unspecified) returned aSyn yeast rescue -3.6%.
COc1ccc(NC(=O)c2ccco2)cc1NC(=O)COc1cc(C)ccc1C(C)C was read as aSyn yeast rescue -0.4%.
Screening O=S(=O)(Nc1cccc(F)c1)c1ccc(S(=O)(=O)N2CCOCC2)cc1 returned aSyn yeast rescue -6.2%.
CCC(C)NC(=O)c1sc2nc3n(c(=O)c2c1C)CCC3 (stereo unspecified) was read as aSyn yeast rescue -0.7%.
Screening Cc1c(S(=O)(=O)N2CCCCC2)c(=O)n(C)c(=O)n1C returned aSyn yeast rescue -3.7%.
`COc1cc(C)c(NC(=S)NCCCN2CCOCC2)cc1OC` gave aSyn yeast rescue 9.6%.
For O=C(c1cc(-c2cccc(O)c2)on1)N1CCOCC1 the results were aSyn yeast rescue -7.7%.
